# Source: PubChem BioAssay
# RGS8-Gao reg = modulates binding of RGS8 to human Galphao. P09471. multiplexed bead flow cytometry; actives lie on both sides. response (percent of control binding), % at 10 µM. hit rate 0.34% among 220,000. AID 1423; in the data active = response below about 60% or above about 140%; inactive = in between;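 note: Galphao activated as the GDP aluminium fluoride complex binding bead-coupled RGS8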
# Target sequence (P09471 whole entry, looked up): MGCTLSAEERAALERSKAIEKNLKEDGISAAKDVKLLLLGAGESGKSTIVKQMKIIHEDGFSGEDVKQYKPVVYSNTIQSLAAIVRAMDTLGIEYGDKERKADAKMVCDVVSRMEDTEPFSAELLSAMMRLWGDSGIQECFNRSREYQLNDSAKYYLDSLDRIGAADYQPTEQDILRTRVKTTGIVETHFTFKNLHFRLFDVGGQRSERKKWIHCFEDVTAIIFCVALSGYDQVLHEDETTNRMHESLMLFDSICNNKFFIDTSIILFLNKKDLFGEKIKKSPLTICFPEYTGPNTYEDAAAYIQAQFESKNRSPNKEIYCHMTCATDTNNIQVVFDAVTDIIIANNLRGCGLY
# Bim-Bcl-2 = human Bim-Bcl-2 interaction inhibition; Bead-based flow cytometry, Bim peptide-Bcl-2 binding; inhibition, % at 10 µM; hit rate 0.06% among 190,000; in the data active = inhibition above about 40%; inconclusive = no clear call, values can overlap the other calls;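 note: 0% = no compound wells with probe peptide and 100% = reference peptide inhibitor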
# Target sequence (P10415 whole entry, looked up): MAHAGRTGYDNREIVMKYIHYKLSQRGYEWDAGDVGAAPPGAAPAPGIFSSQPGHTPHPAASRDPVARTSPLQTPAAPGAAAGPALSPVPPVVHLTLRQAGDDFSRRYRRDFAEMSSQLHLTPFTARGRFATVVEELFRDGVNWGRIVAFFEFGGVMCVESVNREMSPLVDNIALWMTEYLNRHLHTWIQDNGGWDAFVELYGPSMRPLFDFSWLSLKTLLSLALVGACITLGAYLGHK
# Bim-Bcl-W = human Bim-Bcl-W interaction inhibition; Q92843; bead-based flow cytometry, Bim peptide-Bcl-W binding; inhibition, % at 10 µM; hit rate 0.02% among 190,000;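 note: 0% = bound tracer without compound and 100% = peptide blocker; higher means less fluorescent Bim peptide bound to Bcl-W beads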
# Target sequence (Q92843 whole entry, looked up): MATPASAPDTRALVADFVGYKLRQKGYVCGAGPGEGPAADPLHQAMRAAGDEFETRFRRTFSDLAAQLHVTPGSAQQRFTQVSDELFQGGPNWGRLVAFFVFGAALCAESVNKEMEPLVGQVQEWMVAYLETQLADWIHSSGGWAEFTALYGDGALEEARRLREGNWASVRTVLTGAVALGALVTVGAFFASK
# Bim-Bcl-B = inhibitors of Bim-Bcl-B interaction, human | Q9HD36 | inhibition, % at 10 µM | bead-based flow cytometry, Bim peptide-Bcl-B binding | AID 951 | hit rate 0.073% among 190,000;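 note: 0% = tracer peptide without compound and 100% = reference inhibitor peptide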
# RGS4-Gao reg = human RGS4-Galphao interaction regulation. binding response (% of control), % at 10 µM. hit rate 0.33% among 220,000. Multiplexed bead flow cytometry, RGS4-Galphao binding; actives lie on both sides. P09471; in the data active = binding response below about 49% or above about 150%; inactive = in between;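 note: fluorescent Galphao activated with aluminum fluoride binding bead-coupled RGS4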
# Mcl1-Noxa inh = Mcl-1/Noxa interaction inhibition; Q07820; TR-FRET Mcl-1/Noxa peptide binding, 2 h; inhibition, % at 21.7 µM; hit rate 1.5% among 220,000; AID 1022;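 active = compounds that cut the protein-peptide binding signal by more than 50% relative to plate controls in a single-dose test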;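 note: His-tagged Mcl-1 with rhodamine Noxa BH3 peptide and terbium anti-His antibody; 0% = Mcl-1 plus Noxa peptide wells and 100% = peptide-only wells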
# Bfl-1 Bim block = human Bim-Bfl-1 interaction inhibition. inhibition, % at 10 µM. Bead-based flow cytometry, Bim-Bfl-1 binding inhibition. hit rate 0.12% among 190,000. Q16548;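 note: 0% = wells without compound plus tracer and 100% = blocker peptide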
# Mcl-1 Bim block = human Bim-Mcl-1 interaction inhibition | Q07820 | Bead-based flow cytometry, Bim peptide-Mcl-1 binding | inhibition, % at 10 µM | hit rate 0.1% among 190,000;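 note: 0% = no compound tracer wells and 100% = peptide blocker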
# Bcl-XL Bim block = inhibitors of Bim-Bcl-XL interaction, human. hit rate 0.04% among 190,000. Bim peptide-Bcl-XL binding, bead flow cytometry, fluorescence. Q07817. inhibition, % at 10 µM
# Target sequence (Q07817 whole entry, looked up): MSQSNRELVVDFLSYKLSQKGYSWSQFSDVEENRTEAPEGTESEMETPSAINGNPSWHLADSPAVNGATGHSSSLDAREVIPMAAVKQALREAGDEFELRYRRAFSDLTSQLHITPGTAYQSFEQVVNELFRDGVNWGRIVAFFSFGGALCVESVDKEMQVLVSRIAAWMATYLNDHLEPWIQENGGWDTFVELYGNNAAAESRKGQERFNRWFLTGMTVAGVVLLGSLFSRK
# RGS7-Gao = human RGS7-Galphao interaction regulation; P09471; Multiplexed bead flow cytometry, RGS7-Galphao binding; actives lie on both sides; binding response (% of control), % at 10 µM; hit rate 0.35% among 220,000; AID 1439; in the data active = binding response below about 49% or above about 150%; inconclusive = no clear call, values can overlap the other calls; inactive = in between;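 note: fluorescent Galphao held in activated GDP-AlF4 state binding bead-coupled RGS7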
# Mcl1-Bid inh = disrupts binding of human Mcl-1 to Bid peptide | Q07820 | inhibition, % at 21.7 µM | TR-FRET Mcl-1/Bid-Dy647 peptide binding, 1536-well | hit rate 0.97% among 220,000 | AID 1021;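 active = compounds that cut the binding signal by more than half at the single screening dose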;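 note: His-tagged Mcl-1 with europium anti-His antibody binding Bid BH3 peptide; 0% = Mcl-1 plus peptide wells and 100% = peptide-only wells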
# An asterisk follows results filed as active; ? = inconclusive; / = no result given. Cut-off read from the data, not from the text of the source, unless noted: active = inhibition above about 40%.
SMILES,RGS8-Gao reg,Bim-Bcl-2,Bim-Bcl-W,Bim-Bcl-B,RGS4-Gao reg,Mcl1-Noxa inh,Bfl-1 Bim block,Mcl-1 Bim block,Bcl-XL Bim block,RGS7-Gao,Mcl1-Bid inh
COc1ccc(CNC[C@@H](CCCCN(C)Cc2ccc(OC)cc2)N2C[C@H](c3ccccc3)N(CCc3ccc(Cl)c(Cl)c3)C(=O)C2=O)cc1,98,4,0,-9,91,21,7,-4,0,89,6
CCN1CCN(C(C)C(=O)NC2CCCCC2)CC1 (centres undefined),98,/,/,/,95,18,/,/,/,?,10
NS(=O)(=O)c1ccc(CCNC(=O)C2CCCCC2)cc1,102,-4,0,-6,105,-2,-11,0,-4,104,1
Cc1ccc(NC(=O)Cc2ccc3c(c2)CCCC3)cc1C,100,-8,-3,-13,103,12,-4,-4,-11,101,12
COc1ccc(-c2[nH]c(-c3ccc(F)cc3)nc2SCC(=O)NCc2ccco2)cc1OC,100,-5,0,-11,100,37,5,0,-3,101,-11
COc1ccccc1NC(=O)Nc1ccc2c(c1)nnn2C,97,-2,3,0,99,4,-10,2,-1,97,0
CCNC(=O)COc1ccc(-c2ccccc2)cc1,100,-8,0,-6,97,9,-8,0,-3,97,-4
CC1CC(C)CN(CC(=O)N2CCCc3c2c(=O)oc2ccc(OCc4ccccc4)cc32)C1 (centres undefined),102,-4,-3,0,99,-1,0,0,-2,96,13
Cc1ccc(-c2nn3c(C)nnc3s2)cc1NC(=O)c1cccnc1,97,4,-1,-3,94,4,0,-2,-3,99,-7
COc1ccc(/C=N/NC(=O)C2COc3ccccc3O2)cc1OC (centres undefined),106,-3,-5,-8,100,-4,-5,-1,-5,102,-19
C=CCc1cccc(OC)c1OCCOCCn1ccnc1,104,-7,-5,-6,102,15,-6,-2,-7,101,24
Cc1ccc(C(=O)Nc2ccccc2C(=O)N2CC3(C)CC2CC(C)(C)C3)cc1 (centres undefined),101,-18,6,-39,97,-20,-14,-150,2,102,-31
Cc1cc(C)n(-c2nc3ccccc3c(=O)n2OCC(=O)N(C)C)n1,101,2,1,1,102,7,2,3,2,103,0
CC(=O)c1c(O)cc(O)c(C(C)=O)c1O,104,/,/,/,100,8,/,/,/,?,-84
CCN(CC)S(=O)(=O)c1ccc(C(=O)NCc2ccc3c(c2)cc(C)n3C)cc1,100,-6,0,-5,101,-9,-10,0,-4,99,-44
COc1cccc(Sc2ccccc2/C=N/NC(N)=O)c1,87,0,2,0,102,8,3,0,1,101,9
N/C(=N\OC(=O)/C=C/c1ccccc1Cl)c1ccncc1,101,-1,2,0,101,4,-4,0,1,103,-25
Cc1ccc(/C(O)=C2/C(=O)C(=O)N(CCN3CCOCC3)C2c2cccnc2)cc1 (centres undefined),99,-15,0,-6,103,5,-16,-1,-5,101,-25
COc1cc(NC(=O)CCN2CCN(Cc3ccccc3)CC2)cc(OC)c1,97,-7,-5,-7,96,4,-7,-7,-3,96,-31
CC1=CC(C)C2(COC(=O)Nc3ccccc3)COC(C)C1C2C (centres undefined),102,-2,1,-6,105,-17,-5,0,-1,101,-25
COc1cccc(-c2nnc(-c3ccccc3[N+](=O)[O-])o2)c1,100,/,/,/,103,-6,/,/,/,?,-7
COc1ccc(CCNC(=O)c2ccc(Cl)cc2)cc1OC,101,0,0,-5,101,15,-7,0,-1,103,3
CCn1c(CNC(=O)c2ccc(OC)c(OC)c2)nnc1SCC(=O)Nc1ccccc1,103,-2,-2,-6,100,-9,-3,-1,-1,102,1
CSc1ccc(S(=O)(=O)Nc2cccc(F)c2)cc1,97,-8,0,-9,90,3,-13,-2,-4,90,-2
COc1ccc2cc(C(c3nnnn3CCc3ccccc3)N3CCCC(C)C3)c(=O)[nH]c2c1 (centres undefined),96,-4,-1,-3,92,6,-10,0,3,92,15

# Other compounds follow.
SMILES,RGS8-Gao reg,Bim-Bcl-2,Bim-Bcl-W,Bim-Bcl-B,RGS4-Gao reg,Mcl1-Noxa inh,Bfl-1 Bim block,Mcl-1 Bim block,Bcl-XL Bim block,RGS7-Gao,Mcl1-Bid inh
c1ccc(COc2ccccc2CNCc2cccnc2)cc1,101,-2,-1,-4,99,12,-1,-1,-1,102,19
Cc1ccccc1C(=O)NC(NCC1CCCO1)C(Cl)(Cl)Cl (centres undefined),102,1,0,0,99,20,0,0,3,99,-17
COc1ccc(S(=O)(=O)N(C)CC(=O)N2CCOCC2)cc1,98,-3,-1,1,92,11,-2,-1,-2,93,-9
Cc1ccccc1-n1nc(C)c2cc(C(=O)NCc3cccnc3)sc21,99,-1,3,-7,97,5,-8,4,0,98,-11
Cc1noc(NS(=O)(=O)c2ccc(N/C=C/C(=O)c3ccc4c(c3)OCO4)cc2)c1C,101,2,8,10,105,17,-1,6,4,105,-67
Cc1ccc2c(c1)N(CCC(=O)NCC1COc3ccccc3O1)C(=O)CO2 (centres undefined),101,-12,1,-8,100,3,-9,-2,1,100,-22
Cc1ccc(C(=O)O/N=C(\N)c2nonc2N)cc1,98,-5,-7,-2,97,10,-1,-7,-3,107,-9
CCNc1nc(NC(C)(C)C)nc(N2CCCCC2)n1,102,0,1,-2,98,18,-2,0,-1,102,-12
O=C1C2C3C=CC(C4CC34)C2C(=O)N1Cc1ccco1 (centres undefined),100,2,0,-1,95,15,-1,-2,-1,99,-9
CN1C[C@@H]2C(c3ccc(C(F)(F)F)cc3)C3(c4cccnc4)CC2(C3)[C@H]1c1ccccc1 (some centres undefined),101,/,/,/,106,3,/,/,/,?,-81
Nc1ncccc1OCc1ccc(Br)cc1,99,-4,-4,-3,68,13,-9,-3,-6,70,-13
O=C(O)c1ccc(NCc2nc3ccccc3n2Cc2ccccc2F)cc1,98,/,/,/,109,1,/,/,/,?,-39
CCN1CCN(C(=O)/C=C/c2ccc([N+](=O)[O-])cc2)CC1,102,-2,-1,-1,99,28,-2,-1,-1,103,8
COc1ccc2[nH]c3c(=O)n(CCN4CCOCC4)cnc3c2c1,98,/,/,/,96,9,/,/,/,?,-28
c1cncc(-c2nn3c(Cn4nnc5ccccc54)nnc3s2)c1,90,-2,-5,-25,91,19,15,-6,-11,115,1
COc1ccc(C2c3c(-c4ccccc4O)n[nH]c3C(=O)N2Cc2ccco2)cc1OC (centres undefined),100,/,/,/,96,13,/,/,/,?,-19
COc1ccc2nc(NC(=O)c3ccc(NS(=O)(=O)c4cccs4)cc3)sc2c1,96,-2,0,1,98,21,0,0,-1,98,12
CCOCCCNS(=O)(=O)c1cc(Br)cc2c1N(C(=O)C1CC1)CC2,88,7,1,2,87,19,3,4,5,79,-25
Cc1cccc(/C(N)=N/OC(=O)c2ccco2)c1,86,-3,-2,-3,89,1,-2,-4,-6,89,-1
COCCNC(=O)COc1ccccc1C,102,2,5,-4,102,-21,-7,2,-14,102,-29
CCc1nnc(NC(=O)[C@@H](NC(=O)c2ccc(OC)cc2)C(C)C)s1,100,-2,-4,-3,97,-1,-5,-1,-3,101,2
CN1C(=O)C2(C(C#N)=C(N)N(c3ccc(Cl)cc3)C3=C2C(=O)CC(C)(C)C3)c2ccccc21 (centres undefined),104,-8,-1,-8,105,0,-11,0,-1,97,-4
CSc1nc2c(cc1C#N)C(=O)CC(C)(C)C2,102,-3,-4,0,101,-3,-3,-3,-4,103,18
COc1ccccc1N1CCN(/N=C/c2c(C)nn(-c3ccccc3)c2C)CC1,99,-2,1,-6,95,25,-13,0,-4,91,-50
O=C(Cc1cccc2ccccc12)NCCC1=CCCCC1,101,-5,0,-7,99,6,-2,-2,-5,100,-29

# Other results
SMILES,RGS8-Gao reg,Bim-Bcl-2,Bim-Bcl-W,Bim-Bcl-B,RGS4-Gao reg,Mcl1-Noxa inh,Bfl-1 Bim block,Mcl-1 Bim block,Bcl-XL Bim block,RGS7-Gao,Mcl1-Bid inh
Cc1ccc(C(=O)NNC(=O)CCC(=O)Nc2cc(C)on2)cc1,104,-10,-5,-7,104,4,-13,-4,-7,105,86*
CC1S/C(=N/N=C/c2ccco2)NC1=O (centres undefined),102,-3,0,-6,97,-2,-5,-4,-6,102,-3
COC(=O)Nc1ccc(S(=O)(=O)n2cnc3ccccc32)cc1,103,6,11,5,106,1,3,0,-1,104,-11
COc1cccc(C(C(=O)NC2CCCCC2)N(C(=O)c2cccs2)c2ccc3c(c2)OCO3)c1 (centres undefined),102,-5,-4,-6,98,0,-6,-3,-1,102,-5
COCCn1c(=NC(=O)C(C)(C)C)sc2cc([N+](=O)[O-])ccc21,99,-5,-6,-10,103,28,-18,-5,-6,97,4
O=C(Cc1c(C(=O)O)[nH]c2ccc(Cl)cc12)Nc1ccc2c(c1)OCCO2,106,-12,1,-8,102,17,-14,0,-3,97,30
Cc1ccc(C2(C)NC(=O)N(Cc3c(C)noc3C)C2=O)cc1 (centres undefined),100,-7,2,-4,101,6,-11,1,-3,101,-2
CCc1nnc(NC(=O)CSc2nnc(Cc3ccccc3)n2-c2ccc(OC)cc2)s1,100,0,-4,-7,100,1,-4,0,-4,100,-20
COc1cccc(NC(=O)CN2CCN(S(=O)(=O)c3ccc(F)cc3)CC2)c1,100,-9,-1,-5,96,-16,-12,0,5,96,3
O=C(CCCn1c(=O)c2sccc2n(CC(=O)NCC2CCCO2)c1=O)NCc1ccco1 (centres undefined),99,-4,-1,-2,101,17,0,-1,4,97,-39
CCOC(=O)C1C(=O)OC(C)(C)C1C(C)C(=O)c1ccc(OC)cc1 (centres undefined),101,-8,-1,-9,104,11,-9,0,-1,104,-9
Cc1cc(C)n(-c2nc3c(c(=O)n(C)c(=O)n3C)n2CCO)n1,97,3,-5,-1,101,-7,-1,3,-4,102,-28
CCSc1nnc(-c2cc(Br)ccc2NC(C)=O)c(=O)[nH]1,106,/,/,/,109,-4,/,/,/,?,-8
COc1cc(C2N(c3ccccc3)CCN2c2ccccc2)cc(OC)c1OC,105,-9,-1,-7,102,-5,-11,-2,-4,104,-50
O=C(CCc1ccc(S(=O)(=O)NC2CCCCC2)cc1)NCc1ccc(Cl)cc1,104,-6,0,-3,99,13,-8,0,-9,98,13
C(=C\c1nc(N2CCCCCC2)c2ccccc2n1)/c1ccccc1,97,-3,2,-4,100,25,-2,16,-1,98,-20
CCCS(=O)(=O)N1CCC(C(=O)NCCCN(C)Cc2ccccc2)CC1,114,0,1,4,99,-14,1,0,1,100,-13
CC(C)(CO)N=C1NS(=O)(=O)c2cc([N+](=O)[O-])ccc21,102,2,-3,-4,97,7,-1,-1,-3,94,-14
COc1ccc(CN2CN=C(Nc3nc4ccccc4s3)NC2)cc1,101,0,-1,0,97,7,-3,-1,-1,99,-13
Cc1ccc(-c2csc3nc4cc(C(=O)NC5CCC(O)CC5)ccc4c(=O)n23)cc1 (centres undefined),92,/,/,/,90,-11,/,/,/,?,-53
COc1ccc(C2=NNC(c3cccs3)=Nc3ccc(OC)cc32)cc1,101,22,4,3,103,25,7,2,11,101,8

# Copied from the entries so far, three compounds:
SMILES,RGS8-Gao reg,Bim-Bcl-2,Bim-Bcl-W,Bim-Bcl-B,RGS4-Gao reg,Mcl1-Noxa inh,Bfl-1 Bim block,Mcl-1 Bim block,Bcl-XL Bim block,RGS7-Gao,Mcl1-Bid inh
COc1cc(C2N(c3ccccc3)CCN2c2ccccc2)cc(OC)c1OC,105,-9,-1,-7,102,-5,-11,-2,-4,104,-50
O=C(CCc1ccc(S(=O)(=O)NC2CCCCC2)cc1)NCc1ccc(Cl)cc1,104,-6,0,-3,99,13,-8,0,-9,98,13
C(=C\c1nc(N2CCCCCC2)c2ccccc2n1)/c1ccccc1,97,-3,2,-4,100,25,-2,16,-1,98,-20
